# INS-1E GSIS act: GLuc luminescence reporter in INS-1E cells, primary screen for activators of glucose-dependent secretion of insulin | AID 743287 | activation, % at 16.6 µM | 370,000 tested, 0.61% active | INS-1E GLuc reporter insulin secretion, 2-3 h;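 active = lowest replicate activation of at least 40%, so every replicate reaches that level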;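 note: 0% = median of neutral control wells and 100% = median of IBMX positive control wells; some compounds called inactive have numbers as strong as hits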
# ARNT TACC3 PPI: disruptors of human ARNT/TACC3 interaction | inhibition, % at 9.99 µM | Q9Y6A5 | AID 623870 | 390,000 tested, 0.66% active | AlphaScreen His-ARNT PAS-B/GST-TACC3 binding, luminescence; TACC3 fragment carries E629A point mutation;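 active = mean inhibition of replicates at least 50% and at least half of replicates each reaching 50%; inconclusive = half or more replicates reach 50% but mean below 50%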;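 note: 0% = complete ARNT plus TACC3 wells and 100% = ARNT alone without TACC3; many hits fall short of the cut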
# Cneo AK release: Cryptococcus neoformans lysis via adenylate kinase release; 360,000 tested, 0.2% active; lysis activity, % at 15 µM; C. neoformans lysis, adenylate kinase release luminescence, 4 h; normalised: neutral wells 0, clomiphene wells 100; AID 651654;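 active = mean lysis activity across replicates of at least 80%, whatever share of replicates individually reach that level; inactive = mean lysis activity below 80%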
#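 Material – Cryptococcus neoformans yeast cells · Quantity – 5 × 10^6 yeast cells/mL · Buffer or medium – YPD medium · Compound – single dose · Timing – 4 h static compound exposure, 37 °C, read 1 h post-reagent · Signal – adenylate kinase release luminescence · Read-out basis – lysis from increased AK signal · Benchmarks – Clomiphene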
# Statin myotox sup: suppressors of simvastatin-induced myotoxicity in C2C12 myotubes | ATP luminescence, 48 h; scaled: DMSO 0, geranylgeraniol control 100 | rescue of ATP level, % at 7.49 µM | 330,000 tested, 0.78% active;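 active = mean ATP rescue above about 67%, or every replicate alone reaching that limit, limit read from the data, passing the limit was not always enough; inconclusive = no clear call, values can overlap the other calls; inactive = mean under the limit and some replicate under it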;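 note: myotubes were challenged with 10 µM simvastatin during compound exposure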
# PGC1a acetyl inh: PGC1a acetylation modulation, inhibitor mode | U2OS PGC1a acetylation, AlphaScreen anti-acetyl-lysine; with virally co-expressed GCN5 acetyltransferase | inhibition, % at 15.6 µM | 350,000 tested, 0.17% active;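 active = every replicate shows inhibition of at least 40%; inconclusive = mean inhibition at least 40% but some replicate below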;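 note: 0% = neutral control wells and 100% = positive control wells; some results beyond the cut were filed as inactive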
# PglD inh: inhibitors of Campylobacter jejuni PglD acetyltransferase. 360,000 tested, 0.098% active. purified PglD enzyme, DTNB colorimetric CoA detection. AID 602405. inhibition, % at 12.5 µM; in the data active = inhibition above about 16%, passing the limit was not always enough; inconclusive = no clear call, values can overlap the other calls; note: strong numbers were not always called active
# LGR2 inh: blocks bursicon-induced cAMP signaling via Drosophila LGR2 | HEK293 LGR2, CRE-luciferase, bursicon-stimulated, 4 h | inhibition, % at 9.99 µM | 380,000 tested, 0.35% active | AID 720647;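 active = drop in luminescence signal, shown as inhibition above about 50% in the replicate tests, limit read from the data, passing the limit was not always enough; inconclusive = probably only some replicates passing the limit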;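 note: agonist challenge used bursicon conditioned medium at about half maximal strength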
# PAX8 reporter: inhibitors of PAX8 transcriptional activity in RMG-I cells; RMG-I TPO-luciferase reporter, SteadyGlo, 24 h; inhibition, % at 12.6 µM; 360,000 tested, 1.2% active;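 active = mean replicate inhibition at least 60% with every replicate also reaching 60%; inconclusive = only one of the two criteria is met; inactive = mean below 60% and not all replicates reaching 60%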;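 note: luciferase light reporting Pax8 driven TPO promoter activity; plate controls were median of neutral control wells for no effect and mitoxantrone controls for full effect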
# Starred values were filed as active, the others as inactive; u = inconclusive; x = no result given; & = joins results of further samples.
SMILES,INS-1E GSIS act,ARNT TACC3 PPI,Cneo AK release,Statin myotox sup,PGC1a acetyl inh,PglD inh,LGR2 inh,PAX8 reporter
O=C(O)C1CN(C(=O)c2cccc(Br)c2)C1,-10,5,x,-10,29,x,23,3
O=C(Nc1cc(Cl)cc(Cl)c1)N1CCCC1,-11,-8,-7,15,6,9,4,5
COc1ccc(C(C)(NC(C)=O)c2nc(-c3cccc(C#N)c3)cs2)cc1 (stereo not drawn),8,x,-2,-8,x,-1,-11,16
COc1ccc(CN2CCC(C(=O)Nc3ccc(Oc4cccnc4)cc3)CC2)cc1,14,-10,0,-7,x,2,6,x
Cc1ccc(Nc2cc(C)nc(N3CCOCC3)n2)cc1,19,-1,-2,-14,-13,0,-22,x
COc1ccc(C(=O)OCC(=O)N(C)C2CCS(=O)(=O)C2)cc1Br (stereo not drawn),-7,4,0,-3,3,-11,-2,-1
C[C@H]1CN([C@@H](C)CO)C(=O)Cc2cc(NC(=O)Nc3ccc(C(F)(F)F)cc3)ccc2O[C@@H]1CN(C)C(=O)Nc1ccc(C(F)(F)F)cc1,1,-7,-3,3,-5,8,-6,-8
Cc1ccc(C(=O)NC(NC(=O)c2ccc(C)cc2)c2cccc([N+](=O)[O-])c2)cc1,-3,-7,x,x,x,x,-2,5
CCCc1cc2c(=O)n(NC(=O)c3nn(C)cc3[N+](=O)[O-])c(C)nc2s1,7,-6,x,x,x,x,-5,-3
CC(C)c1ccc(CNn2cnnc2)cc1,-6,-2,3,1,30,-2,2,4
c1cnc2c(-c3cccc4nccn34)cccc2c1,4,x,1,-3,-1,2,-2,-3
O=S(=O)(Nc1cccc(-c2nc3cccnc3s2)c1)c1cccs1,x,1,x,x,3,x,-30,-14
COC(F)(C(=O)Nc1ccc2c(c1)C(=O)NC2=O)C(F)(F)F (stereo not drawn),x,-4,0,4,x,-5,x,15
CC(C)(C)OC(=O)N1CCC[C@H]1c1nnc(SCc2ccccc2)o1,-4,x,-4,x,-1,2,-7,42
CC(CCC(=O)O)C1CC[C@@]2(C)C3C(=O)CC4C(C)(C)C(O)CC[C@]4(C)C3C(=O)C[C@]12C (stereo partly drawn),-2,16,6,-10,9,0,-3,11
C=CCn1c(SCC(=O)N2CCN(c3ccc(F)cc3)CC2)nnc1-c1cccs1,0,2,3,3,-7,3,1,12
O=S(=O)(NCCc1ccc(F)cc1)c1cccc2cccnc12,10,x,x,x,-1,x,17,-14
O=C(CN1C(=O)NC2(CCCC2)C1=O)OCCOc1ccc(Br)cc1,-32,2,-3,8,-8,-3,-8,-15
N#C[C@H]1N[C@@H](CO)[C@@H]1c1ccc(C#Cc2ccccc2F)cc1,17,-13,-2,-63,-39,3,-30,-106
C[C@@H]1CCCCO[C@H](CN(C)Cc2ccc(C(F)(F)F)cc2)[C@@H](C)CN([C@@H](C)CO)C(=O)c2cc(NC(=O)CCC(F)(F)F)ccc2O1,-22,-4,1,-99,14,1,18,41
CN1OC[C@@H]2CN(C(=O)NC3CCCCC3)[C@H](c3ccc(N4CCCCC4)cc3)C[C@@H]21,3,x,-1,-5,-12,2,3,3
Cc1ccc(NC(=O)CSc2nn(-c3ccccc3)c(=S)s2)cc1S(=O)(=O)N(C)C,-30,1,-1,-17,-12,-2,23,40
COc1ccc(C(=O)CC(=O)Nc2ccc([N+](=O)[O-])cc2)cc1,5,5,3,8,0,-4,28,4
CO[C@H]1CN(C)C(=O)c2cc(NC(=O)C3CCOCC3)ccc2OC[C@H](C)N(C(=O)c2ccccc2)C[C@@H]1C,-8,x,x,-15,-2,x,3,x

# 2 compounds from above with just LGR2 inh and PglD inh:
SMILES	LGR2 inh	PglD inh
O=S(=O)(NCCc1ccc(F)cc1)c1cccc2cccnc12	17	x
O=C(CN1C(=O)NC2(CCCC2)C1=O)OCCOc1ccc(Br)cc1	-8	-3

# A few values from the results shown:
# LGR2 inh, `c1cnc2c(-c3cccc4nccn34)cccc2c1` = -2
# PAX8 reporter, `CC(C)c1ccc(CNn2cnnc2)cc1` = 4

# (cont.)
SMILES,INS-1E GSIS act,ARNT TACC3 PPI,Cneo AK release,Statin myotox sup,PGC1a acetyl inh,PglD inh,LGR2 inh,PAX8 reporter
CCC(NC(=O)/C(=C\c1ccc2c(c1)OCO2)NC(C)=O)C(=O)O (stereo not drawn),4,-8,x,x,x,x,19,38
COc1ccc(-c2nc(NC(=O)C3=NN(c4cccc(C)c4)C(=O)CC3)sc2C)cc1,-6,-18,0,-1,x,1,x,20
CCOC(=O)c1c[nH]c2c([N+](=O)[O-])cc(OC)cc2c1=O,-1,14,-10,0,6,-7,11,-5
O=C1CC(N2CCN(c3ncccn3)CC2)C(=O)N1CCc1ccccc1 (stereo not drawn),-4,8,x,x,x,x,-19,6
COCC(=O)N1[C@H](CO)[C@@H](c2ccccc2)[C@H]1CN(C)C(=O)c1cccnc1,9,-7,-5,7,7,1,11,2
CN(C)CC#CCC(O)(c1ccccc1)C1CCCCC1 (stereo not drawn),-12,11,0,-3,-3,5,1,-20
Nc1nc2c(ncn2[C@@H]2O[C@H](CNC(=O)[C@H](N)C3CCCCC3)[C@@H](O)[C@H]2O)c(=O)[nH]1,4,x,3,7,12,-1,2,15
CC(=O)N1CCCCN2[C@@H](CO)[C@@H](c3ccc(-c4ccncc4)cc3)[C@@H]2C1,6,-8,-4,3,9,10,6,-28
CC(=O)C1=CCC(c2ccccc2)N(S(=O)(=O)c2ccccc2)C1 (stereo not drawn),19&6,x,10&1,0&-2,8&-4,-2&6,-3&-19,10&9
O=C(C[C@@H]1C[C@H]2c3cc(NC(=O)Nc4ccccc4)ccc3O[C@H]2[C@H](CO)O1)NCc1ccccn1,2,-6,-1,1,22,-3,4,-8
O=C(NCc1ccc(F)cc1)c1cnccn1,6,-2,-5,-5,-7,6,-48,u
Oc1ccccc1-c1cnc2cccnn12,26,x,-2,-3,12,-2,22,-98
O=C(c1cc(=O)c2ccccc2o1)N(Cc1ccccc1)C1CCS(=O)(=O)C1 (stereo not drawn),21,4,0,2,2,-3,-10,-2
CCC(=O)NCCc1nc2ccccc2n1CC(=O)c1ccccc1,x,-3,-1,15,x,-2,-16,-2
CCOc1cccc(C2C(C(=O)c3ccc(C)o3)=C(O)C(=O)N2CCCn2ccnc2)c1 (stereo not drawn),22,8,x,7,6,x,0,-22
Cc1noc(C)c1NC(=O)N(C)C[C@H]1Oc2ccc(NS(=O)(=O)c3cccs3)cc2CC(=O)N([C@H](C)CO)C[C@@H]1C,18,1,-4,-1,13,2,-11,-2
COc1cccc(-n2c(CNC(=O)OC(C)(C)C)n[nH]c2=S)c1,x,-1,-4,3,1,-3,x,-14
CCc1cc2c(=O)n(Cc3ccco3)c(SCC(=O)N3CCCc4ccccc43)nc2s1,-11,2,0,2,-26,-1,x,8
Cc1cc(C)n(-c2nc3ccccc3c3nc(C)nn23)n1,27,0,2,0,-6,-5,4,0
Cc1cc(NC(=O)CCNS(=O)(=O)c2ccc3[nH]c(=O)oc3c2)ccc1Br,-24,-2,-2,3,-3,-2,-10,19
CCNC(=O)C1CCCN(C(=O)c2cccc(Cl)c2)CC1 (stereo not drawn),-4,x,-1,7,0,-1,2,-20
CC(=O)CC(=O)Nc1ncccn1,0,-6,x,x,3,x,22,5
COC(=O)CC1NCCNC1=O (stereo not drawn),x,-12,3,8,4,-1,x,x
Cc1occc1C(=O)NNC(=O)COc1ccc(Br)cc1Br,10,-8,-2,2,-2,-2,11,-54
CC(C)NC(=O)Nc1ccc2c(c1)C(=O)N([C@@H](C)CO)C[C@H](C)[C@@H](CN(C)C(=O)Nc1ccc3c(c1)OCO3)OCCCC[C@H](C)O2,2,-7,3,x,-3,-5,-6,-11
COc1ccc(CCN2C(=O)c3ccncc3C2=O)cc1OC,x,27,-5,-3,2,-10,x,x
CC(c1ccccc1)N1CCC(CNC(=S)Nc2cccc(Cl)c2)C1 (stereo not drawn),-44,11,-2,-9,-24,8,-2,5
O=C(c1ccncc1)N1CC(=O)N2[C@@H](CO)[C@H](c3ccc(-c4ccccc4F)cc3)[C@@H]2C1,-1,x,x,x,-7,x,-2,1
Cc1ccc(S(=O)(=O)N(C)C[C@H]2Oc3ccc(NC(=O)CCC(F)(F)F)cc3CC(=O)N([C@H](C)CO)C[C@@H]2C)cc1,-9,-1,39,39,-2,-2,3,-3
COc1ccc(NC(=O)CN(C)C(=O)Cc2coc3cc(C)c(C)cc23)cc1,-26,2,-2,6,x,-2,-2,3
Cc1cc(C)c(N=Cc2c(O)c3ccccc3oc2=O)c(C)c1,1,2,-3,3,12,-1,-9,7
Cc1cccc(-n2ncc3c2CCCC3NC(=O)CCN2CCCO2)c1C (stereo not drawn),-5,2,9,9,-5,-2,-3,19
c1cnc(Sc2ccc3nnnn3n2)nc1,0,1,2,-1,-11,3,22,2

# Compound profiles (already shown):
# Cc1cc(C)c(N=Cc2c(O)c3ccccc3oc2=O)c(C)c1 in the list: INS-1E GSIS act = 1; ARNT TACC3 PPI = 2; Cneo AK release = -3; Statin myotox sup = 3; PGC1a acetyl inh = 12; PglD inh = -1; LGR2 inh = -9; PAX8 reporter = 7
# CC(c1ccccc1)N1CCC(CNC(=S)Nc2cccc(Cl)c2)C1 (stereo not drawn) in the list: INS-1E GSIS act = -44; ARNT TACC3 PPI = 11; Cneo AK release = -2; Statin myotox sup = -9; PGC1a acetyl inh = -24; PglD inh = 8; LGR2 inh = -2; PAX8 reporter = 5

# Three entries already listed, sorted by their value in PGC1a acetyl inh, descending:
SMILES | INS-1E GSIS act | ARNT TACC3 PPI | PGC1a acetyl inh | PglD inh | LGR2 inh
CC(C)NC(=O)Nc1ccc2c(c1)C(=O)N([C@@H](C)CO)C[C@H](C)[C@@H](CN(C)C(=O)Nc1ccc3c(c1)OCO3)OCCCC[C@H](C)O2 | 2 | -7 | -3 | -5 | -6
O=C(c1ccncc1)N1CC(=O)N2[C@@H](CO)[C@H](c3ccc(-c4ccccc4F)cc3)[C@@H]2C1 | -1 | x | -7 | x | -2
CC(c1ccccc1)N1CCC(CNC(=S)Nc2cccc(Cl)c2)C1 (stereo not drawn) | -44 | 11 | -24 | 8 | -2

# Bioassay records (PubChem BioAssay)
